# Bcl-B TR3 displacers = displacers of TR3 peptide from Bcl-B, primary screen, selectivity assay for Bfl-1 inhibitor project, biochemical, fluorescence polarization; FP displacement of FITC-TR3 peptide from Bcl-B; higher % means a stronger effect; displacement, % at 20 µM, or IC50 in µM where a hit was titrated; 0.11% of 96,000 active; AID 748;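 active means displacement above 50% at 20 µM plus a fluorescence interference ratio under 1.5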;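 further: plate controls were wells without compound for no effect and wells lacking Bcl-B protein for full effect; a part of the inactive calls stands beside numbers as strong as those of hits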
# MRP reversal = compounds reversing MRP-mediated drug resistance; H69AR cells + 2 uM doxorubicin, CellTiter-Glo, 72 h; differential viability (reversal), % at 10 µM; 0.04% of 85,000 active; AID 602;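 active means viability drop by adding the cancer drug above about 55%, with treated viability meeting a 40% cutoff, limit read from the data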;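 further: viability without doxorubicin minus viability with 2 µM doxorubicin for each compound; larger differential means the compound sensitizes cells more to doxorubicin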
# NFkB transloc pot = enhances IL-1B driven NFkB nuclear translocation | HUVEC IL-1B NFkB p65 nuclear translocation imaging | activation, % at 2 µM | 0.3% of 94,000 active | AID 819;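 active means activation above 40%, about the mean plus 3 SD, also judged a hit on visual image review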;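 further: percent activation is computed from the nuclear over cytoplasmic p65 intensity ratio; values of inactives mirror those of a sister screen read the other way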
# PLAP inhibitors HTS = inhibition of human placental alkaline phosphatase – biochemical, luminescence, HTS (AID 690). purified PLAP, luminescent substrate; higher % means a stronger effect. one-dose inhibition, % at 20 µM; IC50 in µM for titrated hits. 0.08% of 96,000 active; in the data active means a potency from the dose series; inactive means the rest, 99 in 100 with inhibition below about 30%; further: strong numbers were not always called active
# IL1B NFkB inh = blocks IL-1B driven NFkB nuclear translocation in HUVEC cells; inhibition, % at 2 µM; 0.43% of 94,000 active; AID 796; HUVEC IL-1B NFkB p65 nuclear translocation imaging;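 active means inhibition above about 30% together with a positive call from visual inspection of the well image, limit read from the data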;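 further: nuclear over cytoplasmic p65 intensity ratio measured by imaging; 0% = IL-1B stimulated DMSO wells and 100% = unstimulated DMSO wells; values of inactives mirror those of a sister screen read the other way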
# MRP reversal cytotoxicity = recorded beside MRP reversal, whose call it bears; viability, %; H69AR cells, CellTiter-Glo, 72 h; measured here: cytotoxicity without doxorubicin
# MRP reversal with doxorubicin = second read-out of MRP reversal, no call of its own (marks repeat the call); viability, %; measured here: viability with 2 uM doxorubicin; active compounds read low
# IL1B NFkB inh cell count 2 µM = also measured in IL1B NFkB inh; calls as there; cell count; measured here: cells passing quality filter;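 raw number of nuclei counted in each imaged well without normalization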
# NFkB transloc pot cell count 2 µM = further read-out of NFkB transloc pot, marked with its call; cell count; measured here: cells passing quality filter
# * = called active by the depositor; / = not tested or not shown; & = joins results of further samples. The list is partial; count on the stated rates, not on these rows.
SMILES,Bcl-B TR3 displacers,MRP reversal,MRP reversal cytotoxicity,MRP reversal with doxorubicin,NFkB transloc pot,NFkB transloc pot cell count 2 µM,PLAP inhibitors HTS,IL1B NFkB inh,IL1B NFkB inh cell count 2 µM
CCOC(=O)CN1C(=O)C(O)=C(C(C)=O)C1c1ccc([N+](=O)[O-])cc1 (configuration not stated),2.7%,17.9,93.6,75.7,13.4,177,11.2%,-13.4,177
Clc1ncccc1-c1nc2ccccc2n1Cc1ccccc1,-9.3%,/,/,/,-1.5,47,-14.6%,1.5,47
O=C1NCC(O)=C1C=NC12CC3CC(CC(C3)C1)C2,0.6%&0.9%,11.9&5.9,101.2&89.5,89.3&83.5,/,/,31.0%&3.6%,/,/
C=CCOc1ccc(NC(=O)C2CC(=O)N(C(C)C)C2)cc1 (configuration not stated),-4.5%,/,/,/,0.7,167,-15.1%,-0.7,167
COc1cccc(S(=O)(=O)Nc2ccc(C(=O)N3CCOCC3)cc2)c1,-6.5%,6.8,98.6,91.9,15.5,147,-6.6%,-15.5,147
COc1ccc(C2=CSC3=C(C(=O)c4cccc(S(=O)(=O)N(C)C)c4)CCN23)cc1,-125.7%,8.7,72.4,63.7,2.2,197,-187.4%,-2.2,197
Cc1cc(NC(=O)CSc2nnc(C(C)N(C)C)n2Cc2ccccc2)no1 (configuration not stated),12.8%,4.5,91.5,87.0,/,/,-20.4%,/,/
Cc1c(NS(=O)(=O)c2ccc3c(c2)c(=O)n(C)c(=O)n3C)c(=O)n(-c2ccccc2)n1C,27.6%,-6.4,86.1,92.5,-19.1,172,-29.7%,19.1,172
COc1ccc(Nc2ncnc3c2cnn3Cc2ccc(C)cc2)cc1,-16.6%,8.3,93.2,84.9,31.8,195,30.2%,-31.8,195
COc1cccc(NC(=O)c2cccnc2)c1,0.2%,-3.0,88.0,91.1,25.1,131,12.1%,-25.1,131
O=c1c2[nH]c3ccc(F)cc3c2ncn1CCCn1ccnc1,0.2%,-9.6,70.1,79.7,14.8,167,15.0%,-14.8,167
COC(=O)c1cccc(S(=O)(=O)N2CCC(n3nnc4cc(F)ccc43)CC2)c1,1.3%,/,/,/,8.1,153,-24.2%,-8.1,153
CCOC(=O)CC(=O)CSc1nc2c(cc1C#N)CCCCC2,-1.1%,15.9,84.8,68.8,14.1,166,-3.6%,-14.1,166
CCc1ccc(CC)c(S(=O)(=O)Nc2ccc(O)c(C(=O)O)c2)c1,-0.6%,-7.9,84.3,92.3,8.4,104,11.6%,-8.4,104
CC(=O)N1CCN(CCN=CC2=C(O)CC(c3ccc(Cl)cc3)CC2=O)CC1 (configuration not stated),0.7%,32.0,125.0,93.0,14.3,198,-69.9%,-14.3,198
O=C(CCC(=O)N1CCCC1)Nc1nnc(C(F)(F)F)s1,0.5%,-13.6,91.3,104.9,35.1,73,2.9%,-35.1,73
O=c1c2ccccc2nnn1Cc1ccccn1,-10.4%,4.2,95.2,91.0,5.0,78,17.2%,-5.0,78
CCOC(=O)C1CCCN(C(=O)c2cc(Nc3ccc(OC)c(OC)c3)nc3ccccc23)C1 (configuration not stated),7.4%,12.2,78.4,66.2,10.1,156,-44.0%,-10.1,156
Cc1cc(=O)n2nc(N3CCCC(C(=O)NCCc4ccccc4)C3)sc2n1 (configuration not stated),-11.1%,-12.4,95.3,107.7,/,/,-24.2%,/,/
CC(=O)Nc1ccc(S(=O)(=O)NCc2ccc(C(=O)NCc3ccc(Cl)cc3)cc2)cc1,-4.1%,-0.8,98.7,99.5,0.1,203,-6.7%,-0.1,203
OCCNCC(O)Cn1ccc2ccccc21 (configuration not stated),-12.7%,-15.3,92.3,107.6,-4.8,158,-0.5%,4.8,158
CN(C)c1ccc(CN2CCCC(O)C2)cc1 (configuration not stated),10.1%,-2.7,93.3,96.0,/,/,2.3%,/,/
COCCn1nnnc1CN1CCOCC1,-3.1%,7.2,101.1,93.9,4.9,129,8.7%,-4.9,129
Cc1ccc(Nc2ccc(-n3ccnc3)nn2)cc1C,-6.8%,/,/,/,/,/,12.4%,/,/
COc1ccc(-c2ccc(=O)n(CC(=O)Nc3cccc(O)c3)n2)cc1OC,-0.7%,4.2,102.8,98.6,-3.8,64,/,3.8,64

# Of the compounds above, these have a Cl atom.
SMILES,Bcl-B TR3 displacers,MRP reversal,MRP reversal cytotoxicity,MRP reversal with doxorubicin,NFkB transloc pot,NFkB transloc pot cell count 2 µM,PLAP inhibitors HTS,IL1B NFkB inh,IL1B NFkB inh cell count 2 µM
Clc1ncccc1-c1nc2ccccc2n1Cc1ccccc1,-9.3%,/,/,/,-1.5,47,-14.6%,1.5,47
CC(=O)N1CCN(CCN=CC2=C(O)CC(c3ccc(Cl)cc3)CC2=O)CC1 (configuration not stated),0.7%,32.0,125.0,93.0,14.3,198,-69.9%,-14.3,198
CC(=O)Nc1ccc(S(=O)(=O)NCc2ccc(C(=O)NCc3ccc(Cl)cc3)cc2)cc1,-4.1%,-0.8,98.7,99.5,0.1,203,-6.7%,-0.1,203

# (further entries)
SMILES,Bcl-B TR3 displacers,MRP reversal,MRP reversal cytotoxicity,MRP reversal with doxorubicin,NFkB transloc pot,NFkB transloc pot cell count 2 µM,PLAP inhibitors HTS,IL1B NFkB inh,IL1B NFkB inh cell count 2 µM
O=C(Sc1nnnn1C1CCCCC1)c1cccs1,-3.3%,-57.6,35.0,92.6,16.2,129,-8.2%,-16.2,129
COc1ccc(C2N(c3cc(Cl)ccc3OC)C(=O)C3CCCN32)c(OC)c1 (configuration not stated),14.9%,-3.0,87.3,90.3,15.1,143,-36.4%,-15.1,143
CC(C)Cc1nc(SCC(=O)NCc2ccccc2)n[nH]1,-9.0%,8.3,98.1,89.8,15.8,130,-15.6%,-15.8,130
Cc1nc(SC(C)C)[nH]c(=O)c1Cc1ccccc1,-0.5%,-60.9,99.5,160.3,25.4,184,-2.6%,-25.4,184
COc1ccccc1-c1nc(-c2cccc(C)c2)no1,-9.1%,8.8,74.7,65.8,3.3,121,5.8%,-3.3,121
COc1ccccc1N1CCN(C(=O)CCCC2=NS(=O)(=O)c3ccccc3N2)CC1,5.0%,2.9,85.0,82.2,/,/,-7.5%,/,/
O=C(CN1C(=O)c2ccccc2C1=O)Nc1sc2c(c1C(=O)NCC1CCCO1)CCC2 (configuration not stated),13.3%,/,/,/,16.8,114,2.3%,-16.8,114
COc1cc(-c2nc3cnccn3c2Nc2ccc3c(c2)OCCO3)ccc1O,11.9%,2.0,59.2,57.2,/,/,-11.1%,/,/
CCN(CCN(C)C)C(=O)Cn1ncc2c1-c1cc(C)ccc1OC2,8.9%,10.7,100.6,90.0,-7.4,201,-71.0%,7.4,201
CCOC(=O)c1cc(S(=O)(=O)NC2CCN(C(=O)OCC)CC2)cn1C,6.7%,-9.7,79.5,89.2,0.3,110,-11.5%,-0.3,110
CC(C)(C)NC(=O)/C(=C/c1ccco1)c1ccccc1,-3.7%,/,/,/,-3.0,166,13.8%,3.0,166
Cn1c(=O)c(C(=O)Nc2ncccn2)c(O)c2ccccc21,-15.6%,2.8,86.2,83.5,/,/,-1.8%,/,/
Cc1ccc(N2CC(C(=O)Nc3nnc(C)s3)CC2=O)cc1 (configuration not stated),-1.7%,4.2,99.0,94.8,0.8,165,-1.3%,-0.8,165
O=C(O)c1ccccc1NCN1C(=O)C2CC=C(Cl)CC2C1=O (configuration not stated),-7.4%,2.0,108.7,106.7,10.4,109,1.3%,-10.4,109
Cc1ccc(Nc2nc(-c3ccc(S(=O)(=O)N4CCCC4)cc3)cs2)cc1C,-0.4%,/,/,/,0.9,96,7.1%,-0.9,96
O=C(NC1CCCCC1)C(Cc1ccccc1)NS(=O)(=O)c1cccs1 (configuration not stated),-18.4%,10.8,109.5,98.7,3.3,83,0.2%,-3.3,83
CCCCSCc1[nH]c(=O)[nH]c1C(=O)CCCCC(=O)OCC,2.2%,10.4,96.8,86.4,17.1,110,-61.9%,-17.1,110
CC(C)CCn1c(CN2CCN(C(=O)c3ccco3)CC2)nc2c1c(=O)n(C)c(=O)n2C,3.0%,2.6,62.0,59.4,2.5,50,-51.9%,-2.5,50
CSc1nc(N2CCOCC2)c2c3c(sc2n1)CCC3,4.6%,10.0,96.7,86.8,5.2,88,-40.6%,-5.2,88
CC(CCc1ccccc1)NC(=O)C(=O)NCCO (configuration not stated),9.1%,/,/,/,-0.5,136,1.9%,0.5,136
CCOc1ccc(NS(=O)(=O)c2ccc(NS(=O)(=O)c3ccccc3)cc2)cc1,-6.4%,-14.3,62.7,77.0,35.4,85,-9.5%,-35.4,85
CCn1c(-c2cc(Cl)ccc2OC)n[nH]c1=S,-0.8%,-9.4,77.2,86.7,5.7,135,18.8%,-5.7,135
Cc1ccccc1NC(=O)C1(NC(=O)c2cccc(N3C(=O)CSC3c3ccccc3)c2)CCCCC1 (configuration not stated),-13.4%,/,/,/,-6.7,163,-63.0%,6.7,163
CN(CCCC(=O)Nc1nccs1)S(=O)(=O)c1ccc(Cl)cc1,-0.5%,-16.8,71.7,88.5,4.8,152,2.8%,-4.8,152
C=CCNC(=O)c1ccc(Cl)cc1Cl,-6.6%,-0.2,98.6,98.8,-15.0,121,8.8%,15.0,121

# Ordered by value in NFkB transloc pot (descending): 3 from the list above.
molecule	Bcl-B TR3 displacers	NFkB transloc pot	NFkB transloc pot cell count 2 µM	PLAP inhibitors HTS
O=C(CN1C(=O)c2ccccc2C1=O)Nc1sc2c(c1C(=O)NCC1CCCO1)CCC2 (configuration not stated)	13.3%	16.8	114	2.3%
CC(C)Cc1nc(SCC(=O)NCc2ccccc2)n[nH]1	-9.0%	15.8	130	-15.6%
CCn1c(-c2cc(Cl)ccc2OC)n[nH]c1=S	-0.8%	5.7	135	18.8%

# Next records follow.
SMILES,Bcl-B TR3 displacers,MRP reversal,MRP reversal cytotoxicity,MRP reversal with doxorubicin,NFkB transloc pot,NFkB transloc pot cell count 2 µM,PLAP inhibitors HTS,IL1B NFkB inh,IL1B NFkB inh cell count 2 µM
O=C(CN1CCN(c2ncc(C(F)(F)F)cc2Cl)CC1)Nc1ccc2c(c1)OCO2,3.3%,2.9,104.7,101.8,-9.2,190,-50.6%,9.2,190
COc1ccc(-c2noc(COc3ccc4c(c3)OCO4)n2)cc1OC,-5.0%,9.3,84.9,75.6,20.9,139,-17.8%,-20.9,139
CCC(C)(C(=O)NC1CCCCC1)N(Cc1ccco1)C(=O)c1ccc2c(c1)OCO2 (configuration not stated),-5.8%,5.1,66.5,61.4,1.4,173,-80.1%,-1.4,173
CC1CCN(S(=O)(=O)c2ccc3[nH]c(=O)cc(C(=O)O)c3c2)CC1,-9.3%,-5.1,93.1,98.2,4.1,114,11.9%,-4.1,114
Cc1ccc(-n2nnnc2-c2cnoc2-c2cccc(F)c2)cc1,/,-7.7,87.4,95.1,22.4,126,/,-22.4,126
O=C(CCCN1C(=O)CCC1=O)Nc1ccc(Cl)c(C(F)(F)F)c1,-10.5%,2.4,93.2,90.8,-5.2,114,6.6%,5.2,114
C#CCN(C)CC/C=C1\c2ccccc2CSc2ccccc21,/,-2.2,67.9,70.1,-14.5,105,/,14.5,105
CN1C(=O)C(O)(C2OC(C)(C)CCC2=O)c2ccccc21 (configuration not stated),7.6%,8.3,71.2,62.9,-20.9,46,12.4%,20.9,46
Cc1coc2c(C)c3oc(=O)c4c(c3cc12)CCC4,/,-13.5,87.5,100.9,9.2,101,/,-9.2,101
Cc1onc(-c2c(Cl)cccc2Cl)c1C(=O)N/N=C(\N)COc1ccc(Cl)cc1,-1.2%,/,/,/,2.3,121,-35.3%,-2.3,121
COc1ccccc1NC(=O)CSC(N)=O,-4.8%,-27.3,27.8,55.1,-2.7,151,-21.1%,2.7,151
Cc1ccc(S(=O)(=O)NC(C)C(=O)Nc2ccccc2C(=O)N2CCCC2)cc1 (configuration not stated),7.0%,7.0,102.6,95.5,-2.1,183,-11.0%,2.1,183

# Compound activity from PubChem.
